# From PubChem BioAssay
# KOR beta-arrestin-1 – KOR antagonists, beta-arrestin recruitment, cell-based, luminescence, uHTS (AID 1778) | KOR beta-arrestin recruitment, luminescence, antagonist mode; higher % means a stronger effect | 0.091% of 290,000 active | inhibition, % at 10 µM; hits with a dose series show IC50 in µM; note: strong numbers were not always called active
# GPR55 antagonists – inhibition of LPI-stimulated GPR55 beta-arrestin translocation – imaging, U2OS, beta-arrestin-GFP, LPI agonist, primary screen (AID 2013); one-dose inhibition, % at 10 µM; IC50 in µM for titrated hits; U2OS GPR55 beta-arrestin-GFP translocation imaging, LPI antagonism; higher % means a stronger effect; 0.13% of 290,000 active;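 active = spots per cell inhibited over 60%, with over 100 cells counted and total cytoplasm intensity under 500,000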;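 note: U2OS cells stably carrying GPR55 and arrestin-GFP stimulated by 5 µM LPI near EC80; imaged beta-arrestin-GFP aggregate spots per cell after agonist stimulation; plate controls were LPI-stimulated DMSO wells for no effect and DMSO wells without LPI for full effect; some results filed as inactive read as strong as hits; confirmed hits need IC50 under 10 µM and bright autofluorescent wells are also inconclusive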
# GPR55 beta-arrestin – GPR55 agonists via beta-arrestin recruitment, primary screen, imaging, U2OS cells, beta-arrestin-GFP redistribution (AID 1961); activation, % at 10 µM; hits with a dose series show EC50 in µM; 0.048% of 290,000 active; U2OS GPR55 beta-arrestin-GFP redistribution imaging; higher % means a stronger effect;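 active = activation above 40% with more than 50 cells counted in the well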;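 note: U2OS osteosarcoma cells stably expressing GPR55 and beta-arrestin-GFP; plate controls were DMSO negative control for no effect and LPI positive control for full effect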
# Myeloid diff 2 – compounds promoting myeloid differentiation. AID 624256. ER-HoxA9 myeloid progenitors, lysozyme-GFP differentiation, flow cytometry. 1% of 360,000 active. calls only at 10 µM;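 active = normalized GFP-positive differentiation at or above the plate's own cutoff, the solvent-only control mean plus 3 SD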;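 note: cells exposed to compound for four days before flow analysis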
# T cell modulator – T cell immune modulation candidate; 0.068% of 330,000 active; 2C CD8+ T cell-vesicle binding, flow cytometry; stronger effect = lower value; AID 2052; calls only at 7 µM;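 active = response, share of CD8 T cells binding vesicles, and their 90th percentile fluorescence all below set limits, cut at about 80% in these data, passing the limit was not always enough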
#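 Also added: QL9-peptide-loaded Drosophila micro-vesicles bearing Ld, ICAM-1 and B7-1; Test system: purified 2C TCR transgenic mouse naive CD8+ T cells; Measured by: cytometric PE anti-B7-1 and Alexa647 anti-CD8 signals after 1% paraformaldehyde fixation; Timing: binding step 1.5 h, 37 °C, antibody labelling 20 min, ice.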
# NTR1 agonist – NTR1-driven beta-arrestin-GFP spot formation – imaging, U2OS cells, high content, primary screen (AID 493036) | activation, % at 20 µM | agonist mode | 0.17% of 330,000 active;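 active = activation at or above 40% of the spot to cytoplasm intensity ratio, with at least 20 cells analyzed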;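 note: 0% = DMSO without peptide and 100% = 100 nM NTR1 peptide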
# Target sequence (P30989 whole entry, looked up): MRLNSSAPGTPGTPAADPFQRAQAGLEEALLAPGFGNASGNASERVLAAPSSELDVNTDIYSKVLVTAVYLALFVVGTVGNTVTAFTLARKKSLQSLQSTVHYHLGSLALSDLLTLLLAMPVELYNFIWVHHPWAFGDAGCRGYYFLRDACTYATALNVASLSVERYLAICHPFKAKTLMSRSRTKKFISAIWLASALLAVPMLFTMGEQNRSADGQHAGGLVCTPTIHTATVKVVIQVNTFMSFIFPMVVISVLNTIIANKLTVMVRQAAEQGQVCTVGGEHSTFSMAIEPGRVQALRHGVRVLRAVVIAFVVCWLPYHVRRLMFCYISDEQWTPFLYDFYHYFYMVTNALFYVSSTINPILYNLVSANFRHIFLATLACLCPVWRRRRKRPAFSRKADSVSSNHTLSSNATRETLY
# KOR beta-arrestin-2 – kappa opioid receptor activators – cell-based, luminescence, uHTS, primary screen (AID 1777); 0.02% of 280,000 active; KOR beta-arrestin recruitment, luminescence; higher % means a stronger effect; one-dose activation, % at 10 µM; EC50 in µM for titrated hits; in the data active = activation above about 50%, passing the limit was not always enough; note: a part of the inactive calls stands beside numbers as strong as those of hits
# NOD1 inhibition – NOD1 signaling inhibitors, primary screen, cell-based, luminescence, uHTS (AID 1578); NOD1-driven NF-kB luciferase reporter cells, luminescence; higher % means a stronger effect; inhibition, % at 4 µM; hits with a dose series show EC50 in µM; 1% of 290,000 active; in the data active = inhibition mostly above about 36%, no sharp cut-off; inactive = mostly below about 34%;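 note: HEK-293T reporter cells stimulated with the NOD1 agonist gamma-tri-DAP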
# HEK293 NOD2/NF-kB – inhibition of NOD2-driven NF-kB reporter – cell-based, luminescence, uHTS, HEK293 (AID 1566) | inhibition, % at 4 µM, or EC50 in µM where a hit was titrated | HEK293 NOD2/NF-kB luciferase reporter, luminescence; higher % means a stronger effect | 0.63% of 290,000 active; note: many of its hits are not listed in these tables
# T cell modulator vesicle-bound % – further read-out of T cell modulator, marked with its call; double positive events, %; measured here: CD8+ vesicle-bound cell fraction;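 binding gate set so that unloaded-vesicle control wells show 10% double positive cells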
# NTR1 agonist cell count 20 µM – also measured in NTR1 agonist; calls as there; cell count; measured here: cell count, cytotoxicity flag
# Myeloid diff 2 GFP+ MAC1+ % – also measured in Myeloid diff 2; calls as there; GFP+ MAC1+ double positive, %; measured here: differentiation confirmed by MAC1 staining
# Numbers without * were called inactive; i = inactive; x = not tested or not shown; [ ] = dose if it differs, or a comment. Cut-off read from the data, not from the text of the source, unless noted: active = inhibition above about 50%; inactive = the rest.
# Start of the listing, in advance:
SMILES,KOR beta-arrestin-1,GPR55 antagonists,GPR55 beta-arrestin,Myeloid diff 2,Myeloid diff 2 GFP+ MAC1+ %,T cell modulator,T cell modulator vesicle-bound %,NTR1 agonist,NTR1 agonist cell count 20 µM,KOR beta-arrestin-2,NOD1 inhibition,HEK293 NOD2/NF-kB
COc1ccc(C2/C(=C(/O)c3ccccc3)C(=O)C(=O)N2CCO)cc1 (stereo unspecified),25%,5%,0.3%,x,x,i,26,-1.7,50,-4.9%,-1%,-8%
CCOc1ccc(NC(=O)c2ccc(N3CC4CC(C3)c3cccc(=O)n3C4)c(NC(=O)c3ccncc3)c2)cc1 (stereo unspecified),-30%,-2%,0.1%,i,0.7,i,10,0.6,58,0.3%,-20%,6%

# The whole of this part, previewed entries included:
SMILES,KOR beta-arrestin-1,GPR55 antagonists,GPR55 beta-arrestin,Myeloid diff 2,Myeloid diff 2 GFP+ MAC1+ %,T cell modulator,T cell modulator vesicle-bound %,NTR1 agonist,NTR1 agonist cell count 20 µM,KOR beta-arrestin-2,NOD1 inhibition,HEK293 NOD2/NF-kB
COc1ccc(C2/C(=C(/O)c3ccccc3)C(=O)C(=O)N2CCO)cc1 (stereo unspecified),25%,5%,0.3%,x,x,i,26,-1.7,50,-4.9%,-1%,-8%
CCOc1ccc(NC(=O)c2ccc(N3CC4CC(C3)c3cccc(=O)n3C4)c(NC(=O)c3ccncc3)c2)cc1 (stereo unspecified),-30%,-2%,0.1%,i,0.7,i,10,0.6,58,0.3%,-20%,6%
O=C(NCCN1C(=O)C2C3C=CC(C3)C2C1=O)Nc1ccc(Br)cc1 (stereo unspecified),-45%,7%,-0.1%,i,1.6,i,58,5.8,59,1.6%,-16%,-82%
COC(=O)/C(=C\c1cc(OC)c(OC)c(OC)c1)c1nc2ccccc2[nH]1,34%,-1%,0.2%,i,0.5,i,4,2.0,42,-2.7%,x,x
O=[N+]([O-])c1cc(C(F)(F)F)cc([N+](=O)[O-])c1NCCN1CCNCC1,4%,-14%,-0.2%,i,0.3,i,37,1.2,88,-0.8%,-9%,11%
COc1ccc(OCC(=O)NNC(=O)CCc2ccccc2)cc1,-25%[20 µM],-9%,-0.1%,i,0.5,i,28,-1.2,102,-3.4%,-16%,12%
Cc1ccc(C(=O)N/C(=C\c2ccc([N+](=O)[O-])cc2)C(=O)NCCc2ccccc2)cc1,-2%,2%,-0.1%,i,0.8,i,4,2.0,59,2.7%,-12%,-27%
COc1ccc(C2=CC(=O)OC3(CCCC3)O2)cc1,26%,24%,-0.1%,i,0.7,i,34,-1.0,88,-5.4%,6%,-14%
Cc1ccc2c(C(=O)CN3CCC4(CC3)OCCO4)c(C)[nH]c2c1,2%,14%,0.0%,i,0.8,i,33,-1.6,50,-2.3%,-3%,13%
CCOC(=O)C1=C(N)N2C(=O)C(C)SC2=C(C(=O)OC)C1c1ccccc1OC (stereo unspecified),22%,0%,-0.2%,i,0.4,i,6,0.6,67,-0.8%,-19%,5%
Cc1ccc(NC(=O)CC(O)(C(F)(F)F)C(F)(F)F)cc1,-14%,6%,-0.1%,i,2.0,i,28,-0.7,60,-3.6%,-12%,-1%
Cn1nc(-c2ccc(Cl)cc2)nc2c(=O)n(C)c(=O)nc1-2,-2%,7.3µM*,0.0%,x,x,i,20,4.0,109,2.9%,12%,21%
COc1ccc(C2(CNC(=O)c3cccc([N+](=O)[O-])c3)CCOCC2)cc1OC,-18%,4%,-0.3%,i,1.1,i,38,-0.1,86,-6.0%,-4%,14%
Cc1ccc(NC(=O)NNC(=O)c2sccc2-n2cccc2)cc1,-52%,0%,1.2%,i,0.7,i,12,-0.7,39,-0.5%,-37%,-6%
O=C(Nc1ccc(S(=O)(=O)N2CCCC2)cc1)c1cc(F)c(F)cc1Cl,8%,12%,0.0%,i,1.1,i,15,-0.7,69,-0.9%,-7%,7%
CCN1C(=O)N[C@@H](c2cccs2)C(C(C)=O)=C1C,16%,7%,1.0%,i,1.7,i,8,0.5,104,2.1%,-7%,-4%
COc1ccccc1/C=C(\NC(=O)c1ccc(OC)c(OC)c1)C(=O)Nc1ccc([N+](=O)[O-])cc1,-4%,-5%,-0.2%,i,0.4,i,46,-1.4,85,2.6%,-20%,-9%
O=c1c2c(nc3cc(-c4cccc(Cl)c4)[nH]n13)CCCC2,-24%,-2%,0.2%,i,0.2,i,39,5.6,56,1.9%,23%,-122%
Cc1ccc(Oc2nnc(-c3cccs3)c3ccccc23)cc1,x,0%,0.2%,i,0.8,i,36,-0.3,50,1.7%,-17%,-14%
CN(C)CCNC(=O)C(=O)Nc1cc2c3c(c1)CCC(=O)N3CCC2,-2%,0%,-0.2%,i,4.3,i,2,-0.7,49,11%,-5%,10%
C/C(=N\NC(=O)c1ccccc1)c1nc2ccccc2n1C,10%,-3%,0.8%,i,0.4,i,42,-0.7,94,-3.1%,-2%,11%
COc1ccccc1NC(=O)CN(Cc1ccccc1)S(C)(=O)=O,-7%,10%,-0.3%,i,1.3,i,26,1.8,57,-5.4%,-26%,0%
COCCNC(=O)NC1(C(F)(F)F)Oc2ccc(Cl)cc2O1 (stereo unspecified),20%,28%,-0.1%,i,0.6,i,49,-0.1,87,-0.8%,-31%,8%
Cc1c(C(=O)NCCC2=CCCCC2)oc2ccc(S(=O)(=O)N3CCC4(CC3)OCCO4)cc12,-10%,1%,0.1%,i,0.4,i,37,3.8,90,0.6%,22%,6%
CC1(C)CC(=O)C(C=NCCCN2CCOCC2)=C(O)C1,-25%,13%,-0.3%,i,4.0,i,46,-0.7,51,-8.5%,-2%,14%
COc1ccc(CCNc2oc(-c3ccccc3OC)nc2C#N)cc1,16%,-8%,-0.1%,i,0.6,i,15,2.0,34,-1.6%,-2%,3%
C=CCc1cccc2cc(C(=O)O)c(=O)oc12,-43%,1%,-0.1%,i,1.3,i,57,-0.9,71,-0.5%,-14%,-2%
O=P(COCCOCCOCP(=O)(c1ccccc1)c1ccccc1)(c1ccccc1)c1ccccc1,-39%[20 µM],10%,0.3%,i,0.1,i,63,-0.6,40,x,-23%,12%
Fc1ccc(-c2ncc3ccccn23)cc1,-48%[20 µM],10%,0.2%,i,0.4,i,1,-1.4,51,x,22%,-12%
Cn1cnc2c1c(=O)[nH]c(=O)n2Cc1ccccc1,-14%,-8%,0.4%,i,0.3,i,62,-0.9,56,-3.5%,18%,8%
O=C(C1=C(O)C(=O)N(c2ncccn2)C1c1cccc(Cl)c1)c1ccco1 (stereo unspecified),-43%,-11%,-0.2%,i,4.3,i,25,-0.2,76,2.9%,-24%,6%
CCc1c(C)c2cc(Cl)c(O)c(CN(CC)CC)c2oc1=O,-9%,5%,-0.1%,i,6.4,i,42,1.0,58,0.1%,-11%,7%
COc1ccc(C(=O)Nc2ccc(Cl)cc2C(=O)N2CCOCC2)cc1,16%,13%,-0.1%,i,1.2,i,71,1.2,64,3.3%,-33%,-15%
Cc1c(C)n(CC(O)CN(CCO)CCO)c2ccccc12 (stereo unspecified),22%,7%,-0.5%,i,0.2,i,29,0.0,44,-3.6%,-22%,4%
Cc1ccc(S(=O)(=O)N(c2ccccc2)C2CCS(=O)(=O)C2)cc1 (stereo unspecified),-8%,5%,-0.3%,i,0.2,i,39,1.1,40,x,-15%,8%
CCOC(=O)N1CCC(N2Cc3cccc(C(=O)NCc4ccccc4OC)c3C2=O)CC1,6%,0%,-0.5%,i,1.3,i,30,0.0,61,-3.8%,-33%,6%
Cc1ccc(-c2cc(C(=O)N3CCCCCC3)no2)cc1,-1%,11%,-0.1%,i,0.9,i,14,1.0,44,-2.6%,-59%,-132%
Cc1cc(/C=C2\SC(=O)N(C)C2=O)c(C)n1-c1ccc(S(N)(=O)=O)cc1,-21%,5%,0.0%,i,1.2,i,61,0.4,101,-1.2%,-3%,9%
c1cc(Nc2ncnc3sccc23)cc(-c2nnc3n2CCCCC3)c1,-12%,-9%,0.1%,i,0.5,i,30,-1.4,84,6.2%,7%,20%
Cc1cccc(N(CC(=O)N=Nc2c(O)[nH]c3ccccc23)S(C)(=O)=O)c1C,-6%,5%,-0.1%,i,5.5,i,7,4.4,68,-0.3%,8%,11%
O=C(Nc1nc2c(s1)C(=O)CCC2)c1ccccc1,-11%,5%,-0.2%,i,0.9,i,19,0.3,39,-0.9%,-31%,-87%
Cc1ccc(S(=O)(=O)N(CC(=O)NCCSC2CCCCC2)c2ccccc2F)cc1,-4%,7%,0.6%,i,0.7,i,37,11,71,6.4%,1%,11%
COc1cccc(CNC(=O)CCS(=O)(=O)c2ccc3c(c2)NC(=O)CS3)c1,-6%,8%,0.3%,i,5.0,i,22,-0.2,56,-0.2%,-21%,11%
Brc1ccc(-c2nn3c(Cc4ccccc4)nnc3s2)o1,-11%,4%,0.4%,i,0.1,i,40,-0.7,55,-1.7%,-33%,-45%
CC(=O)c1ccc2noc(-c3cccc(C)c3)c2c1,-7%,-6%,-0.3%,i,0.4,i,21,-0.3,53,4.2%,-10%,-48%
CC(=O)c1c(C)oc2ccc(NS(=O)(=O)c3ccc(C(=O)O)cc3)cc12,-18%,-6%,-0.2%,i,1.0,i,16,-1.1,60,-2.1%,-21%,9%
Cc1noc(C)c1S(=O)(=O)N(CC(=O)N1CCn2c1nc1ccccc12)c1ccc(C(C)C)cc1,x,-19%,0.3%,i,3.2,i,36,0.2,55,x,3%,18%
COc1ccccc1OCCn1c(=S)[nH]c2ccccc21,5%,4%,0.3%,i,0.3,i,53,-0.9,51,1.7%,32%,-1%
O=C(NCCc1c[nH]c2ccccc12)/C(=C/c1cccnc1)NC(=O)c1ccco1,7%,-5%,-0.3%,i,0.5,i,1,-1.4,34,-0.8%,-2%,14%
CCOC(=O)c1ccc(NC(=O)c2ccccc2)cc1,11%,4%,0.0%,i,4.5,i,31,0.4,38,5.7%,-30%,-48%
CC(=O)c1cccc(NC=C2C(=O)OC3(CCCCC3)OC2=O)c1,15%,10%,-0.1%,i,1.1,i,37,-0.5,55,1.2%,3%,8%
O=C(N1CCCC1)C(F)(F)Oc1ccc(F)cc1,8%[20 µM],11%,-0.1%,i,0.3,i,53,-0.5,31,-3.1%,-18%,10%
O=[N+]([O-])c1cccc(Nc2nc(Cl)nc(Cl)n2)c1,-29%,10%,-0.4%,i,0.1,i,51,-0.5,79,-6.5%,14%,-2%
CCc1nnc(NC(=O)c2nc3nc(C)cc(C)n3n2)s1,-6%,-12%,-0.1%,i,1.0,i,52,0.8,52,-5.2%,17%,13%
CCOc1ccccc1NC(=O)CC1NCCNC1=O (stereo unspecified),-33%,-11%,-0.1%,i,2.4,i,17,-1.5,82,7.7%,2%,8%

# A portion of the library. The share of hits here may be higher or lower than overall.
